# Screening results deposited in PubChem BioAssay by several laboratories.
# MLLE-PAM2 inh: inhibitors of microRNA-mediated deadenylation, human PABP1 MLLE binding. P11940. GST-MLLE / FITC-PAM2 fluorescence polarization. inhibition, % at 20 µM. hit rate 0.36% among 360,000. AID 588489; in the data active = inhibition above about 35%, passing the limit was not always enough;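 also: plate controls were DMSO wells with GST-MLLE for no effect and wells lacking GST-MLLE protein for full effect; some results filed as inactive read as strong as hits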
# Target sequence (P11940 whole entry, looked up): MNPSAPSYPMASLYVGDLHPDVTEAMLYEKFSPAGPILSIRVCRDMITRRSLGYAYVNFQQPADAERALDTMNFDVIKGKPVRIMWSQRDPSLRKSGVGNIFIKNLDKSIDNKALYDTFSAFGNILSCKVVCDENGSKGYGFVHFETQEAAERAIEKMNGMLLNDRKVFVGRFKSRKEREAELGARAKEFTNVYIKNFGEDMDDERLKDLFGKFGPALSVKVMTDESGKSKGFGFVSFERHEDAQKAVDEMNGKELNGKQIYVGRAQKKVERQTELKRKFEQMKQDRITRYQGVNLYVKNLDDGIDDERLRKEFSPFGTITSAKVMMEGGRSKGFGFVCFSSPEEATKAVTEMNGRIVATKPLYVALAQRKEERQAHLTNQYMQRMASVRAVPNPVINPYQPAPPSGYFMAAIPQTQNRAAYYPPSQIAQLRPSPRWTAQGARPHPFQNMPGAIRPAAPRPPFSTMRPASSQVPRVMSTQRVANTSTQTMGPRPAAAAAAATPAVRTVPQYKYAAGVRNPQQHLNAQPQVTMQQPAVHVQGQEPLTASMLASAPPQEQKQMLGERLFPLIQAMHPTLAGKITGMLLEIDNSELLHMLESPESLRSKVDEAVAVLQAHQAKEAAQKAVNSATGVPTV
# SKN-1 block: C. elegans SKN-1 inhibition | C. elegans VP596 Pgst-4::GFP/RFP ratio, acrylamide-induced, 24 h | inhibition, % at 21.8 µM | hit rate 0.49% among 360,000 | AID 624304;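 active = interference check ratio from 0.5 to 1.5 plus GFP to RFP signal ratio inhibition reaching or exceeding a fixed threshold, cut at about 30% in these data, passing the limit was not always enough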; also: some compounds called inactive have numbers as strong as hits
# CSN inh: inhibitors of human CSN-mediated cullin deneddylation; AID 651999; Purified CSN, SCF-Nedd8-OG deneddylation, fluorescence polarization; Q92905; inhibition, % at 12.5 µM; hit rate 0.38% among 360,000;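 active = pattern-corrected inhibition above about 35%, with an unprinted fluorescence ratio check between 0.5 and 1.5, limit read from the data, passing the limit was not always enough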;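 also: 0% = enzyme with substrate and 100% = substrate without enzyme; some results filed as inactive read as strong as hits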
# Target sequence (Q92905 whole entry, looked up, one chain of several): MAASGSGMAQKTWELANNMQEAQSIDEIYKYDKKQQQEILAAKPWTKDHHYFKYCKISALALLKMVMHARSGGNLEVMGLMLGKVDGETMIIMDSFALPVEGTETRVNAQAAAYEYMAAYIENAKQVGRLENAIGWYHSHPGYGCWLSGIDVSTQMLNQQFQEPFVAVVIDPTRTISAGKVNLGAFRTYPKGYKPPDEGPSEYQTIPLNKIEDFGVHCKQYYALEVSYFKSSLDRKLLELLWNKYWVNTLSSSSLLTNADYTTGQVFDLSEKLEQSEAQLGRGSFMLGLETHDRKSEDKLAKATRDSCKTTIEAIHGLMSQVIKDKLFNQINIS
#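 assay system = purified human Csn5 enzyme expressed in HEK293T cells | amount = 0.24 nM enzyme | buffer or medium = Tris/NaCl/DTT buffer, pH 7.5 | reagent = 10 nM SCFSkp2-Nedd8OG | compound = one concentration, 12.5 µM, 0.25% DMSO | times = 90 min reaction at room temperature | signal = FP | read-out basis = % inhibition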
# Rpn11 block: Rpn11 (human) deubiquitinase inhibition; O00487; human 26S proteasome, Ub4-pepOG fluorescence polarization; 20S core pre-blocked with epoxomicin; calls only at 20 µM; hit rate 0.59% among 360,000;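 active = inhibition at 20 µM, scaled to each plate's controls, above about 33%, limit read from the data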
# NadD inh: inhibitors of Staphylococcus aureus NadD. purified NadD enzyme, colorimetric absorbance read-out. inhibition, % at 20 µM. hit rate 0.78% among 360,000; in the data active = inhibition above about 26%; also: some compounds past the cut are filed as inactive
# MT1-MMP act inh: inhibitors of human MT1-MMP activation; AID 651647; hit rate 0.061% among 360,000; GFP/RFP ratio change, % at 20 µM; HT1080 RFP-PRO-GFP cells, GFP/RFP ratio fluorescence, overnight; percent of plate control window, DMSO zero;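 active = GFP/RFP ratio change of at least 30% with cell ATP level not reduced by more than half and red fluorescence within 50% of control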; also: strong numbers were not always called active
#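 Material – HT1080 RFP-PRO-GFP cells · Control set – DMSO wells and RFP-L50D-GFP cells · Incubation – overnight cell settling, then overnight compound exposure, 37 °C, 5% CO2 · Compound dosing – single-point 20 µM compound, 1% DMSO · Read-out – GFP/RFP fluorescence ratio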
# FAS TE block: blocks the thioesterase domain of human fatty acid synthase. recombinant FAS-TE, OMFH fluorogenic substrate, fluorescence endpoint. inhibition, % at 15 µM. hit rate 0.67% among 360,000. AID 602261;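 active = compounds whose normalised, plate-corrected inhibition of enzyme fluorescence in the single-dose primary screen is 50% or more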;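 also: 0% = DMSO with enzyme and 100% = substrate without enzyme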
# Neddylation inh: blocks human cullin neddylation; P61081+Q13564; TR-FRET cullin neddylation, biochemical; calls only at 25 µM; hit rate 0.58% among 360,000; AID 651699; in the data active = inhibition above about 36%
# Rin1 Abl inh: inhibitors of human Rin1-Abl protein interaction; inhibition, % at 7.35 µM; hit rate 0.4% among 360,000; P00519+Q13671; TR-FRET Rin1/Abl binding, biochemical; in the data active = inhibition above about 5%, passing the limit was not always enough
# An asterisk follows results filed as active; i = inactive; + = active, no number.
# Results follow in this order: MLLE-PAM2 inh | SKN-1 block | CSN inh | Rpn11 block | NadD inh | MT1-MMP act inh | FAS TE block | Neddylation inh | Rin1 Abl inh
O=C(O)c1cccc(Nc2nc(-c3ccc([N+](=O)[O-])cc3)nc3ccccc23)c1
 : 13 | 9 | -1 | i | 4 | 0 | 28 | i | -1
O=C(CC1S/C(=N\S(=O)(=O)c2ccc(F)cc2)N(c2ccccc2)C1=O)Nc1ccccc1 (centres undefined)
 : 25 | 0 | 5 | i | 2 | -1 | 21 | i | -3
O=C(NCc1ccccc1)c1csc(-c2cccnc2)n1
 : -3 | -8 | 2 | i | -2 | -17 | -2 | i | -3
CC1(OC(=O)c2ccco2)C(=O)C=C2C=C(C3CC3)OC=C2C1=O (centres undefined)
 : 32 | 30 | 3 | i | 6 | -2 | -14 | i | 0
COc1cccc(N(C(=O)c2ccco2)C(C(=O)NC2CCCC2)c2ccc(N(C)C)cc2)c1 (centres undefined)
 : -1 | 6 | -1 | i | 1 | -7 | 15 | i | 0
CCCC(=O)Nc1cccc(-c2nc3ccccc3o2)c1
 : -5 | 5 | 5 | i | 3 | -5 | -7 | i | 2
Cc1cc(=O)nc2c3ccccc3n(CC(=O)NC3CCCCC3)n12
 : 6 | 8 | -1 | i | -4 | 0 | 1 | i | 4
O=c1[nH]c2c(n(C3CCCCC3)c1=O)CCC2
 : 7 | 25 | 1 | i | 6 | -3 | 2 | i | -1
Cc1ccccc1CNC(=O)C(=O)NCC1CCCN1S(=O)(=O)c1ccccc1 (centres undefined)
 : 12 | 5 | 1 | i | -2 | -1 | 2 | i | -1
C=CCn1c(COc2ccc(OC)cc2)nnc1SCn1nnc2ccccc2c1=O
 : -40 | 10 | -6 | i | -2 | -4 | -1 | i | 1
NS(=O)(=O)OCC(Cc1ccccc1)N1C(=O)c2ccccc2C1=O (centres undefined)
 : -3 | 4 | -6 | i | -3 | -6 | -5 | i | 4
COc1ccc(N2CCN(C(=O)C3CCCN(S(=O)(=O)c4ccc(C)cc4)C3)CC2)cc1 (centres undefined)
 : 4 | 12 | 0 | i | -1 | 0 | 10 | i | 0
O=C(O)c1ccc(Oc2nc3ccccc3s2)cc1
 : -4 | 12 | -4 | i | -5 | -2 | -6 | i | 2
CC(C)OC(=O)/C(=C\C=C\c1ccccc1)NC(=O)c1ccccc1
 : 6 | -5 | -1 | i | -1 | -2 | 7 | i | 4
CC1(C)OC(c2ccccc2)=C/C(=C\C=N\NC(=O)c2ccncc2)O1
 : -10 | 29 | -1 | i | 8 | 8 | 8 | i | -2
O=C1/C(=C/c2cccnc2)SC(=S)N1CCc1ccccc1
 : 0 | 7 | 1 | i | 7 | 5 | 31 | i | -2
CC(C)N(CCCNC(=O)C1CCC(CNS(=O)(=O)c2ccccc2)CC1)Cc1ccccc1 (centres undefined)
 : 4 | 14 | -3 | i | -14 | 3 | -4 | i | 3
CC(C)COc1ccc(C(=O)OC2CC(C)(C)OCC2CN(C)C)cc1 (centres undefined)
 : -2 | -41 | 2 | i | -8 | 3 | -4 | i | -2
CCCCc1ccc(NC(=O)C(C)CC)cc1 (centres undefined)
 : 9 | 17 | 0 | i | -1 | -4 | 6 | i | 0
COc1cc(-c2nnc3n2N=C(c2ccccc2)CS3)cc(OC)c1OC
 : -2 | 1 | -1 | i | 8 | 12 | 2 | i | -5

# Compound profiles (already shown).
# `CC(C)OC(=O)/C(=C\C=C\c1ccccc1)NC(=O)c1ccccc1` across the screens: MLLE-PAM2 inh = 6; SKN-1 block = -5; CSN inh = -1; Rpn11 block = i; NadD inh = -1; MT1-MMP act inh = -2; FAS TE block = 7; Neddylation inh = i; Rin1 Abl inh = 4
# `CC1(OC(=O)c2ccco2)C(=O)C=C2C=C(C3CC3)OC=C2C1=O` (centres undefined) across the screens: MLLE-PAM2 inh = 32; SKN-1 block = 30; CSN inh = 3; Rpn11 block = i; NadD inh = 6; MT1-MMP act inh = -2; FAS TE block = -14; Neddylation inh = i; Rin1 Abl inh = 0
# `O=C(O)c1ccc(Oc2nc3ccccc3s2)cc1` across the screens: MLLE-PAM2 inh = -4; SKN-1 block = 12; CSN inh = -4; Rpn11 block = i; NadD inh = -5; MT1-MMP act inh = -2; FAS TE block = -6; Neddylation inh = i; Rin1 Abl inh = 2

# (next part)
# Results follow in this order: MLLE-PAM2 inh | SKN-1 block | CSN inh | Rpn11 block | NadD inh | MT1-MMP act inh | FAS TE block | Neddylation inh | Rin1 Abl inh
CCCn1c(CC)nc([N+](=O)[O-])c1Sc1ncn[nH]1
 : 25 | -3 | -3 | i | -1 | -1 | -10 | i | -2
COc1ccc([N+](=O)[O-])cc1NC(=O)N(C)Cc1ccco1
 : 2 | -1 | -5 | i | 0 | 2 | 51* | i | 2
Cc1cccn2c(=O)c(/C=N/O)c(N3CCOCC3)nc12
 : 8 | 20 | -10 | i | -3 | 1 | -5 | i | 0
CCN(CC)CCN(CC)Cc1ccccc1Br
 : 6 | 2 | -3 | i | 0 | 5 | -9 | i | -3
CCOC(=O)CN1CC23C=CC(O2)C(C(=O)NCc2cccs2)C3C1=O (centres undefined)
 : 5 | 37* | -3 | i | 10 | 5 | -2 | i | -2
Cc1ccc(NC(=O)CC2SC(=NCC3CCCO3)NC2=O)cc1Cl (centres undefined)
 : -12 | 11 | -5 | i | -5 | 2 | -9 | i | -3
CSc1ccccc1NC(=O)CSc1nnc(CNC(=O)c2ccccc2F)n1C
 : -2 | 12 | 3 | i | 1 | -1 | -4 | i | 1
COc1cccc(N2CCN(CC(=O)Nc3ccc(SC(F)F)cc3)CC2)c1
 : 11 | 9 | -2 | i | -1 | -2 | 39 | i | 1
O=C(CN1C(=O)COc2ccccc21)NCCCN1CCOCC1
 : -10 | -3 | -1 | i | -6 | -4 | -3 | i | 6
Cc1cccc2nc(=S)n(C(=O)c3ccco3)n12
 : 19 | 8 | -1 | i | -2 | 4 | -9 | i | 0
Cc1sc(NC(=O)c2oc3ccccc3c2C)c(C#N)c1C
 : -2 | 6 | 11 | i | 7 | 2 | -4 | i | -3
COc1ccc(O)c(-c2nc(N)nc(N)n2)c1
 : -7 | 13 | 2 | i | -3 | -17 | -6 | i | 1
CCc1c(C)nc(SCC(=O)N2C(C)CCCC2C)[nH]c1=O (centres undefined)
 : 5 | 6 | -19 | i | -1 | 6 | -2 | i | 0
CC(C)CN1C(=O)N(c2ccc(Cl)cc2)C(C)(O)CC1(C)C (centres undefined)
 : -2 | 0 | 3 | i | 1 | 2 | -4 | i | 1
CCOC(=O)C1C(c2cccs2)NC(=O)N(C)C1(O)C(F)(F)F (centres undefined)
 : -2 | -14 | 3 | i | -1 | 3 | -5 | i | 2
CCc1c(C)c2c(C)nn(-c3ccccc3)c2[nH]c1=O
 : -1 | -2 | 7 | i | -5 | 0 | -8 | i | 1
CC(=O)NCCC1CCN(C(=O)C2CCC(=O)N(C3CCCC3)C2)CC1 (centres undefined)
 : 1 | 8 | -1 | i | -7 | 2 | -5 | i | -1
Clc1ccc(C2Nc3ccccc3-n3cccc32)cc1 (centres undefined)
 : -11 | 11 | 2 | + | -1 | -6 | 8 | i | -3
CCOC(=O)N1CCC(NC(=O)Cn2cc3c(n2)CCCCC3)CC1
 : 10 | -7 | -4 | i | 1 | 9 | -5 | i | -1
O=C(Cn1cc2c(n1)CCCCC2)NCCN1CCOCC1
 : 3 | 4 | -2 | i | -4 | -1 | -6 | i | 0
O=C(CCC1CCCN(C(=O)C2CCCC2)C1)NCc1ccc(F)c(F)c1 (centres undefined)
 : 2 | 12 | -8 | i | -2 | -7 | -1 | i | 3
COc1cc2c(cc1OC)[C@@H]1Cc3ccc(OC)c(OC)c3CN1CC2
 : 7 | 5 | -2 | i | -3 | -2 | 0 | i | 1
CCOC(=O)C1=C(N)Oc2ccc3ccccc3c2C1c1cccc(O)c1 (centres undefined)
 : -3 | 4 | -3 | i | 0 | -1 | 28 | i | 1
CCCCCCn1c(SCC(=O)Nc2cc(C)on2)nc2ccccc2c1=O
 : -10 | 0 | -3 | i | -9 | -5 | 2 | i | 4
COCC(O)Cn1ccnc1N=Nc1ccccc1 (centres undefined)
 : 5 | 5 | 3 | i | 1 | 0 | -1 | i | -3
CC(=O)N1CCc2cc(Br)cc(S(=O)(=O)NCCN3CCCCC3C)c21 (centres undefined)
 : -2 | 17 | -1 | i | -3 | -1 | -9 | i | -3
Cc1ccc(NC(=O)C2c3ccccc3Oc3ccccc32)c(C)c1
 : -3 | -2 | -2 | i | -2 | -2 | -11 | i | 1
CNC(=O)Cn1nc(-c2ccc(C)cc2)c2ccccc2c1=O
 : -8 | 7 | -2 | i | 3 | 0 | -9 | i | 1
CS(=O)(=O)N(CC(=O)Nc1cccc([N+](=O)[O-])c1)c1cccc(F)c1
 : -1 | 3 | -2 | i | -3 | 2 | 31 | i | 2
O=C1CN(C(=O)c2ccco2)c2ccccc2N1
 : 5 | -13 | 4 | i | 7 | -1 | -14 | i | -1
COc1ccc(S(=O)(=O)N2CCOCC2)cc1NC(=O)CN(C)Cc1c(F)cccc1Cl
 : 16 | -3 | -3 | i | 0 | -5 | 19 | i | -7
COc1cc(SC)ccc1C(=O)NCC1CCCCC1
 : 3 | 11 | 2 | i | -8 | -1 | 11 | i | 1
Cc1ccccc1NC(=O)c1cc(S(=O)(=O)N2CCOCC2)cn1C
 : -3 | 0 | 2 | i | -4 | -2 | -6 | i | -2
O=C(COc1ccc(-n2cnnn2)cc1)Nc1ccccc1OC(F)F
 : -4 | 2 | -2 | i | -3 | 2 | -3 | i | 4
CCCN(CC(=O)Nc1ccccc1C)C(=O)c1nn(CC)c(=O)c2ccccc12
 : 2 | -6 | -3 | i | 1 | -1 | -4 | i | 2
O=C(CNC(=O)c1ccc(N2CCCC2=O)cc1)Nc1ccc(F)c(F)c1F
 : -5 | 9 | 0 | i | 0 | -3 | -5 | i | 3
CCCCNC(=O)CCn1nc(-c2ccccc2)ccc1=O
 : 3 | -4 | 1 | i | 0 | 1 | -12 | i | 0
COc1ccc(Cc2c(C)nc(N)nc2Cl)cc1
 : -1 | -5 | 7 | i | 3 | 3 | -12 | i | 5
CCCCn1c(SCC(=O)Nc2nnc(C)s2)nnc1-c1ccoc1C
 : -9 | 15 | 7 | i | 3 | -1 | -2 | i | -5
COC(=O)CSc1ccc(S(=O)(=O)N2CCC(C)CC2)cc1[N+](=O)[O-]
 : 5 | 0 | 5 | i | -1 | 5 | -7 | i | -2

# Marked active in Rpn11 block (from the list above):
Structure	MLLE-PAM2 inh	SKN-1 block	CSN inh	Rpn11 block	NadD inh	MT1-MMP act inh	Neddylation inh	Rin1 Abl inh
Clc1ccc(C2Nc3ccccc3-n3cccc32)cc1 (centres undefined)	-11	11	2	+	-1	-6	i	-3
